BioA inh = blocks M. tuberculosis BioA enzyme activity. purified M. tuberculosis BioA enzyme, plate reader. inhibition, % at 9.99 µM. 360,000 compounds, 0.096% hits; in the data active = inhibition above about 40%; inconclusive = no clear call, values can overlap the other calls
GDH-TPI counter = inhibits GDH-TPI coupling enzymes, artifact for Mtb FBA screen. GDH-TPI coupled enzyme counterscreen, NADH absorbance. inhibition, % at 4.8 µM. 360,000 compounds, 1.2% hits. AID 588335; in the data active = inhibition above about 30%;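 note: 0% = DMSO wells and 100% = wells lacking the enzyme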
Mtb FBA inh = inhibitors of M. tuberculosis fructose-bisphosphate aldolase; P9WQA3; purified M. tuberculosis FBA, fluorescence read-out; inhibition, % at 1 µM; 360,000 compounds, 2.3% hits; AID 588726; in the data active = inhibition above about 27%;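 note: 0% = vehicle and 100% = reference inhibitor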
BoNT-A LC inh2 = inhibitors of Botulinum neurotoxin A light chain protease. multiplex microsphere protease substrate cleavage, flow cytometry. inhibition, % at 10 µM. 360,000 compounds, 0.17% hits. AID 588499; note: plate controls were buffer without enzyme for full effect and enzyme alone for no effect
BoNT-F LC inh = blocks Botulinum neurotoxin F light chain protease | Multiplex microsphere protease cleavage assay, flow cytometry | inhibition, % at 10 µM | 360,000 compounds, 0.22% hits | AID 588497; in the data active = inhibition above about 35%, passing the limit was not always enough; inconclusive = no clear call, values can overlap the other calls; note: plate controls were buffer without enzyme for full effect and enzyme alone for no effect
FadD28 FP inh = M. tuberculosis FadD28 bisubstrate binding inhibition; FadD28 bisubstrate probe binding, fluorescence polarization; inhibition, % at 12.5 µM; 360,000 compounds, 0.22% hits; AID 588549; in the data active = inhibition above about 8.5%, passing the limit was not always enough; inconclusive = no clear call, values can overlap the other calls
UGM FP inh = blocks M. tuberculosis UGM enzyme; P9WIQ1; purified UGM, fluorescence polarization probe displacement; inhibition, % at 10 µM; 320,000 compounds, 0.06% hits; AID 504406; in the data active = inhibition above about 10%, passing the limit was not always enough; inconclusive = no clear call, values can overlap the other calls
Anthrax LF inh2 = anthrax lethal factor protease inhibition | P15917 | multiplex microsphere protease cleavage assay, LF | inhibition, % at 10 µM | 360,000 compounds, 0.12% hits | AID 588501; note: plate controls were buffer without enzyme for full effect and enzyme alone for no effect
Target sequence (P15917 whole entry, looked up): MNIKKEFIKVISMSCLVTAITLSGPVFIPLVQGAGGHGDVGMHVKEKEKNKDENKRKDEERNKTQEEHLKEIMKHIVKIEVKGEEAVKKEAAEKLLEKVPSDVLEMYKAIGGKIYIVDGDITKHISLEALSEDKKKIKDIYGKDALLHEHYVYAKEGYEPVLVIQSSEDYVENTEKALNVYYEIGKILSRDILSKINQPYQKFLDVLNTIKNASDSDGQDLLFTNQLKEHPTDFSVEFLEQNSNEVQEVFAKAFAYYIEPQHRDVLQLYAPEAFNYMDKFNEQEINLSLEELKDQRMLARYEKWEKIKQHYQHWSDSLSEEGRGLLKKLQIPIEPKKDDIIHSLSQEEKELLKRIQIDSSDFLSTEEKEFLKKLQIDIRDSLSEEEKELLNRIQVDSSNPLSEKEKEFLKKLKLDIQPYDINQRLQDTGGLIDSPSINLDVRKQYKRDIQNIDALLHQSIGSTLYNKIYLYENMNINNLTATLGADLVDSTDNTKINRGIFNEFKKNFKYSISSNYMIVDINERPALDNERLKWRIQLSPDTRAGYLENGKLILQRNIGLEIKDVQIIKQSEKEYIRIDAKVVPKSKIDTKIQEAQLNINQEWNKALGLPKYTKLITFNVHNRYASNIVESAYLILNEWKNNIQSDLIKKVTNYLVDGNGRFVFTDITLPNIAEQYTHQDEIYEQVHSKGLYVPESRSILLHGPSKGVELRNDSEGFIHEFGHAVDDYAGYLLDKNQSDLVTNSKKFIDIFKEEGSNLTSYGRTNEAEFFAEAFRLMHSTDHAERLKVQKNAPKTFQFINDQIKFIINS
PfHsp40 rescue = compounds rescuing yeast from Plasmodium falciparum HSP40 toxicity | S. cerevisiae expressing PfHsp40, growth rescue, ATP luminescence | growth rescue, % at 12.5 µM | 340,000 compounds, 0.68% hits | AID 504582; in the data active = growth rescue above about 28%, passing the limit was not always enough; inconclusive = no clear call, values can overlap the other calls;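 note: yeast W303a lacking pdr1 and pdr3 grown in galactose medium; growth measured after three days at 30 °C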
An asterisk follows results filed as active; ? = inconclusive; · = not tested or not shown. Cut-off read from the data, not from the text of the source, unless noted: active = inhibition above about 30%; inconclusive = no clear call, values can overlap the other calls; inactive = below that.

1. Cc1ccc(C(=O)NC(=S)NCc2ccccc2)cc1Br
2. O=C(NCCc1cccs1)C1CC(c2cccc([N+](=O)[O-])c2)=NO1 (stereo unspecified)
3. C=CCn1c(SCc2ccc([N+](=O)[O-])cc2)nnc1C(C)NC(=O)c1ccccc1 (stereo unspecified)
4. O=c1oc2ccc(Cl)cc2nc1/C=C(\O)c1ccco1
5. S=C(NCCCN1CCOCC1)N1CCN(c2ccccc2)CC1
6. c1coc(CN(Cc2cccs2)Cc2nnnn2C2CCCCC2)c1
Compound,1,2,3,4,5,6
BioA inh,-0.8,1.9,-0.6,·,-1.7,-3.0
GDH-TPI counter,1,10,4,37*,8,-1
Mtb FBA inh,1,2,-2,-2,2,2
BoNT-A LC inh2,-0.4,-0.5,0.9,-5.6,-3.0,-0.6
BoNT-F LC inh,?,-3,-2,?,18,-6
FadD28 FP inh,0.9,-0.2,-2.8,0.8,1.5,-4.1
UGM FP inh,3.2,1.0,-0.2,-0.9,2.6,1.4
Anthrax LF inh2,8,-2,-2,-4,1,-4
PfHsp40 rescue,·,-0.9,0.4,-1.0,-1.3,0.5

7. CCc1nnc(NC(=O)CSc2nnc(-c3ccc(S(=O)(=O)N(CC)CC)cc3)n2CC)s1
8. Cc1c(C)c2c(OCC(=O)NCC3CCC(C(=O)O)CC3)cc3c(c2oc1=O)CCC(C)(C)O3 (stereo unspecified)
9. CCOC(=O)c1ccccc1NC(=O)c1ccc(N(C)S(C)(=O)=O)cc1
10. O=[N+]([O-])c1ccc2nc(CCCO)[nH]c2c1
11. CC(=O)c1c(N2CCOCC2)nc2ccc(Br)cc2c1-c1ccccc1
12. COc1ccc(/C=C/c2c(-c3ccc(OC)cc3)oc(=O)c3cc(OC)c(OC)cc23)cc1
Compound,7,8,9,10,11,12
BioA inh,2.7,-0.1,-0.9,·,-0.8,2.4
GDH-TPI counter,-4,8,1,-1,5,18
Mtb FBA inh,2,120*,2,-7,1,11
BoNT-A LC inh2,-0.2,0.2,-0.3,0.4,3.1,-0.3
BoNT-F LC inh,-9,4,-2,-6,?,-5
FadD28 FP inh,-2.9,-2.4,-1.8,-1.5,-3.4,-1.0
UGM FP inh,-1.4,·,-1.7,1.0,1.9,0.7
Anthrax LF inh2,-5,-8,-3,-4,-4,2
PfHsp40 rescue,1.8,·,2.1,-0.9,1.3,-1.0

13. N=C1C(=O)NC(=O)C1c1ccccc1 (stereo unspecified)
14. Cc1ccccc1OCc1n[nH]c(=S)n1-c1cccc(Cl)c1
15. O=C(NCCc1c[nH]c2ccccc12)c1ccc(S(=O)(=O)NCc2ccco2)cc1
16. C#CCCC(=O)c1ccccc1/C=[N+](\[O-])c1ccccc1
17. COc1cc(C(=O)NNC(=O)C2CSC3(C)CCC(=O)N23)cc(OC)c1OC (stereo unspecified)
18. COc1ccc(C2c3ccc4ccccc4c3Oc3ncn(CCCO)c(=N)c32)cc1 (stereo unspecified)
Compound,13,14,15,16,17,18
BioA inh,-1.0,0.9,-0.2,-1.1,-0.9,1.9
GDH-TPI counter,-3,4,10,-2,9,-5
Mtb FBA inh,-3,1,-2,-1,0,2
BoNT-A LC inh2,0.0,4.3,-0.7,0.9,2.0,?
BoNT-F LC inh,4,?,-7,-4,8,?
FadD28 FP inh,-2.8,-0.4,0.7,-1.6,0.4,-4.7
UGM FP inh,·,0.0,1.6,-0.5,0.5,2.9
Anthrax LF inh2,-9,1,-3,-9,0,?
PfHsp40 rescue,-0.5,-1.5,3.3,-0.7,1.4,-0.7

19. Cc1ccccc1OCCC(=O)NNC(=O)c1ccccc1F
20. CC(C)(C)c1ccccc1NC(=O)N1CCNC(=O)C1CC(=O)Nc1ccc(F)cc1 (stereo unspecified)
21. Cc1nc(-c2ccc(Cl)cc2)sc1C1(C)CC(c2cccc(Cl)c2)=NO1 (stereo unspecified)
22. COc1ccc(COC(=O)C2CC(=O)N(Cc3ccccc3)C2)cc1 (stereo unspecified)
23. Cc1ccc2c(c1)C(c1ccccc1)C(=O)O2 (stereo unspecified)
24. CC1(C(=O)NS(C)(=O)=O)CCN1C(=O)CC(c1ccccc1)c1ccccc1 (stereo unspecified)
Compound,19,20,21,22,23,24
BioA inh,-1.5,-2.8,-1.1,4.7,-1.1,1.0
GDH-TPI counter,2,9,8,-3,6,7
Mtb FBA inh,2,7,1,-1,-5,-2
BoNT-A LC inh2,-0.3,1.8,-0.3,·,-7.3,-0.4
BoNT-F LC inh,0,1,-6,·,?,-2
FadD28 FP inh,-3.4,-1.2,-4.0,-2.2,-0.6,-0.7
UGM FP inh,-1.4,-0.7,-1.0,1.9,-1.8,·
Anthrax LF inh2,-5,0,-10,·,-13,-5
PfHsp40 rescue,-1.0,0.0,-1.5,-0.9,0.0,·

25. COc1cccc(NS(=O)(=O)NC(=O)c2c[nH]c3ccccc23)c1
26. CCS(=O)(=O)N1CCN(S(=O)(=O)c2ccc(Cl)s2)CC1
27. O=C(c1ccc2c(c1)OCO2)N1CCC2(CC1)Oc1ccc(Cl)cc1C(=O)C21CC(c2cccnc2)=NO1 (stereo unspecified)
28. COCCNC(=O)COC(=O)c1ccc(S(=O)(=O)N2CCOCC2)cc1
29. Cc1cc(C)c(NC(=O)NC(=O)c2cccc(F)c2)c(C)n1
30. O=c1oc2ccccc2c2c1ncn2C1CCCCC1
Compound,25,26,27,28,29,30
BioA inh,-0.1,-1.3,0.4,-3.0,-2.0,2.6
GDH-TPI counter,10,-6,7,7,0,4
Mtb FBA inh,1,1,2,0,-1,4
BoNT-A LC inh2,-1.0,1.3,0.2,-0.3,-0.9,-0.1
BoNT-F LC inh,-2,-13,-7,1,-5,-10
FadD28 FP inh,-5.0,-3.0,-3.5,-1.5,-2.7,0.8
UGM FP inh,-0.6,0.0,0.0,-2.9,1.8,3.9
Anthrax LF inh2,-1,-4,2,-5,-6,-2
PfHsp40 rescue,0.6,-1.8,-1.0,-0.8,0.2,-0.4

Single records, as listed above. Order of values: BioA inh	GDH-TPI counter	Mtb FBA inh	BoNT-A LC inh2	BoNT-F LC inh	FadD28 FP inh	UGM FP inh	Anthrax LF inh2	PfHsp40 rescue
`Cc1ccc(C(=O)NC(=S)NCc2ccccc2)cc1Br` as listed: -0.8	1	1	-0.4	?	0.9	3.2	8	·
`Cc1cc(C)c(NC(=O)NC(=O)c2cccc(F)c2)c(C)n1` as listed: -2.0	0	-1	-0.9	-5	-2.7	1.8	-6	0.2
`Cc1nc(-c2ccc(Cl)cc2)sc1C1(C)CC(c2cccc(Cl)c2)=NO1` (stereo unspecified) as listed: -1.1	8	1	-0.3	-6	-4.0	-1.0	-10	-1.5
`COc1ccc(C2c3ccc4ccccc4c3Oc3ncn(CCCO)c(=N)c32)cc1` (stereo unspecified) as listed: 1.9	-5	2	?	?	-4.7	2.9	?	-0.7
`Cc1ccccc1OCCC(=O)NNC(=O)c1ccccc1F` as listed: -1.5	2	2	-0.3	0	-3.4	-1.4	-5	-1.0

More records
31. O=C(Nc1ccc(CN2CCOCC2)cc1)c1cccs1
32. O=C(Nc1ccccc1Cl)c1ccccc1S(=O)(=O)c1ccccc1[N+](=O)[O-]
33. Cc1ccccc1-c1ccc(CN2C(C)C(=O)N(Cc3cn(Cc4ccco4)nn3)CCS2(=O)=O)cc1 (stereo unspecified)
34. CC(=O)c1c(C)[nH]c(C(=O)N2CCN(S(=O)(=O)c3ccc(F)c(F)c3)CC2)c1C
35. CCOC(=O)C1CCN(Cc2ccc(O)c3ncccc23)CC1
36. CC(C)NC(=S)N/N=C/c1ccc(N2CCOCC2)cc1
Compound,31,32,33,34,35,36
BioA inh,0.3,·,-4.3,3.6,-0.6,-1.4
GDH-TPI counter,6,10,·,-2,-9,40*
Mtb FBA inh,5,0,0,3,3,38*
BoNT-A LC inh2,0.9,-1.0,-0.1,·,1.0,-0.3
BoNT-F LC inh,2,-4,-12,·,-21,4
FadD28 FP inh,-1.3,-4.2,-0.5,-2.1,-0.8,-1.4
UGM FP inh,-0.3,-2.6,·,-1.9,-1.1,0.4
Anthrax LF inh2,-3,0,4,·,-8,2
PfHsp40 rescue,-0.7,-1.1,·,-0.2,-0.5,0.4

37. CC(C)N(C(=O)CN1CCC(c2nc3ccccc3[nH]2)CC1)C(C)C
38. O=C(NC1CCN(C(=O)c2cccs2)CC1)c1ccccc1
39. O=C(NCc1ccccn1)c1ccc2c(=O)n(CCc3ccccc3)c(=O)[nH]c2c1
40. Cc1nn(C)c(C)c1S(=O)(=O)NCCc1ccc(Cl)cc1
41. Cc1ccc(N2C(=O)CC2(C#N)c2ccc(OCc3ccccc3)cc2)cc1 (stereo unspecified)
42. CCC(C)(C)n1nnnc1CN(Cc1cc2cc(OC)ccc2[nH]c1=O)C1CCCC1
Compound,37,38,39,40,41,42
BioA inh,-0.7,15,·,1.5,-1.2,7.8
GDH-TPI counter,3,3,3,4,3,13
Mtb FBA inh,6,-1,11,-2,0,10
BoNT-A LC inh2,-1.2,-2.5,-0.3,0.4,-0.5,0.1
BoNT-F LC inh,-6,?,1,2,-9,0
FadD28 FP inh,-1.7,-1.9,0.8,-1.5,-1.3,-3.0
UGM FP inh,1.2,-0.9,-2.3,0.5,2.3,-1.2
Anthrax LF inh2,2,-11,-6,2,3,-2
PfHsp40 rescue,-0.3,-0.7,-1.2,-0.4,-1.1,0.6

43. COC(=O)C1CN(C(=O)COc2ccccc2C)c2ccccc2O1 (stereo unspecified)
44. CCC(C)C(=O)N[C@@H](c1ccccc1)[C@@H](O)C(=O)O[C@H]1C[C@@]2(O)[C@@H](OC(=O)c3ccccc3)C3[C@](C)(C(=O)[C@H](OC(C)=O)C(=C1C)C2(C)C)[C@@H](O)C[C@H]1OC[C@@]31OC(C)=O (stereo partly specified)
45. COc1cc(CNCCO)cc(Cl)c1OCc1ccc(Cl)cc1Cl
46. NC(=O)c1ccc(C(F)(F)F)n(Cc2ccc(F)c(F)c2)c1=O
Compound,43,44,45,46
BioA inh,-0.5,-0.1,·,·
GDH-TPI counter,1,-3,-2,8
Mtb FBA inh,-2,-4,-3,-1
BoNT-A LC inh2,-2.0,0.0,-0.5,-0.4
BoNT-F LC inh,-2,-4,-16,-4
FadD28 FP inh,·,-4.6,-14,-2.5
UGM FP inh,-0.5,1.2,-2.1,4.6
Anthrax LF inh2,-10,-1,-3,5
PfHsp40 rescue,1.0,0.8,1.9,1.1

Random excerpt: four entries already listed, in no set order.
45. COc1cc(CNCCO)cc(Cl)c1OCc1ccc(Cl)cc1Cl
46. NC(=O)c1ccc(C(F)(F)F)n(Cc2ccc(F)c(F)c2)c1=O
43. COC(=O)C1CN(C(=O)COc2ccccc2C)c2ccccc2O1 (stereo unspecified)
44. CCC(C)C(=O)N[C@@H](c1ccccc1)[C@@H](O)C(=O)O[C@H]1C[C@@]2(O)[C@@H](OC(=O)c3ccccc3)C3[C@](C)(C(=O)[C@H](OC(C)=O)C(=C1C)C2(C)C)[C@@H](O)C[C@H]1OC[C@@]31OC(C)=O (stereo partly specified)
Compound,45,46,43,44
BioA inh,·,·,-0.5,-0.1
GDH-TPI counter,-2,8,1,-3
Mtb FBA inh,-3,-1,-2,-4
BoNT-A LC inh2,-0.5,-0.4,-2.0,0.0
BoNT-F LC inh,-16,-4,-2,-4
FadD28 FP inh,-14,-2.5,·,-4.6
UGM FP inh,-2.1,4.6,-0.5,1.2
Anthrax LF inh2,-3,5,-10,-1
PfHsp40 rescue,1.9,1.1,1.0,0.8

Screening results (PubChem BioAssay)
